ALDH1A1 block: blocks purified human ALDH1A1 activity. P00352. Purified ALDH1A1, NADH fluorescence, propionaldehyde substrate. Potency, µM (highest dose often 75.3 µM), inactives show at the highest dose activity, negative = inhibition, hits mostly inhibitors. 220,000 compounds, 7.3% hits. AID 1030; active = well fitted inhibition curve with a large enough effect, not every such curve was filed as active; inconclusive = small, poorly fitted or top-dose-only effect, or another doubt; inactive = no such curve, though single readings can be large or run the other way;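 note: plate controls were no enzyme wells and a reference inhibitor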
Target sequence (P00352 whole entry, looked up): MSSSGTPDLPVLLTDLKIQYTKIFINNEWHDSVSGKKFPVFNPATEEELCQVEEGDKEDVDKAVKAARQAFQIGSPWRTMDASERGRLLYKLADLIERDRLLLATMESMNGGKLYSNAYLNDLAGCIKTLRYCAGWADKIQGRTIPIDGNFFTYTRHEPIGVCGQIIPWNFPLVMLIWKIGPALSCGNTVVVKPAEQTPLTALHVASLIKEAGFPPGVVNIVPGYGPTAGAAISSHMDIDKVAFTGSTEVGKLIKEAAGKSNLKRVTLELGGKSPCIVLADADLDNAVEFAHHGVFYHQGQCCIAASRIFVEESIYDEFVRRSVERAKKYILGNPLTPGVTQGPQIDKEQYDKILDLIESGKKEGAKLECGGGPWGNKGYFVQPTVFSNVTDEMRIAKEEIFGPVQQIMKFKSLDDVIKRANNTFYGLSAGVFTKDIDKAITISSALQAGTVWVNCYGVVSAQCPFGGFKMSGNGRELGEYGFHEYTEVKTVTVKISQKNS
LMNA splice mod: modulators of lamin A splicing; 200,000 compounds, 0.01% hits; Potency, µM (doses to about 46.1 µM), inactives show at the highest dose ratio change, negative = inhibition, most hits filed as inhibitors; HeLa LMNA splicing GFP/RFP minigene ratio, 48 h; active = well fitted inhibition curve with a large enough effect in the signal ratio, with a control signal flat, not every such curve was filed as active; inconclusive = small, poorly fitted or top-dose-only effect, or effect the other way, or a change in a side signal; the % refers to the signal ratio; note: % is set by controls: 0 for no effect and ±100 for the full control effect
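S3 HeLa cells stably expressing lamin A-EGFP splicing minigene plus DsRed2, 600 cells/well, 48 h compound exposure at 37C. Laser-scanning cytometry; analysed as GFP (500-530 nm)/RFP (575-640 nm) total intensity ratio; 0.5% DMSO vehicle.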
JMJD2E inh: JMJD2E (human) inhibition. B2RXH2. Potency, µM (series often up to 57.1 µM), without a hit: top-dose activity change, negative = inhibition, hits mostly inhibitors. JMJD2E catalytic domain, FDH-coupled NADH fluorescence (FDH is formaldehyde dehydrogenase). 230,000 compounds, 1.6% hits; active = well fitted inhibition curve with a large enough effect, not every such curve was filed as active; inconclusive = small, poorly fitted or top-dose-only effect, or another doubt; inactive = no such curve, though single readings can be large or run the other way;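 note: 0% = wells with enzyme and -100% = buffer wells without enzyme; nearly all actives have a fitted effect of over 50% in size; many of its hits are not listed in these tables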
Luc counter: Kinase-Glo luciferase inhibition (counter-screen); Q27757; Kinase-Glo luciferase, ATP luminescence, 8 min; Potency, µM (highest dose often 38.3 µM), for the others: at the top dose activity change, negative = inhibition, usual class: inhibitors; 200,000 compounds, 0.28% hits; AID 1379; note: % is set by controls: 0 for no effect and ±100 for the full control effect; nearly all actives have a fitted effect of over 60% in size
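Kinase-Glo luciferase light output from ATP and luciferin was measured with 10 uM ATP, within the enzyme's linear range. Buffer: 50 mM imidazole pH 7.2, 50 mM KCl, 7 mM MgCl2, 0.01% Tween 20, 0.05% BSA; luminescence read after 8 min at ambient temperature.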
L3MBTL1 inh: inhibitors of human L3MBTL1; AlphaScreen L3MBTL1–H3K9me1 peptide binding; Potency, µM (doses to about 57.1 µM), inactives show at the highest dose activity, negative = inhibition, hits mostly inhibitors; Q9Y468; 230,000 compounds, 0.66% hits; note: % is set by controls: 0 for no effect and ±100 for the full control effect; nearly all actives have a fitted effect of over 60% in size
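Displacement of a biotinylated histone H3(1-15) peptide monomethylated at Lys9 (75 nM) from L3MBTL1 (50 nM) was measured by AlphaScreen after a 30 min room-temperature compound incubation; cefsulodin titration served as intraplate control.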
Tau ThT inhib: tau fibrillization inhibition (ThT binding) | P10636 | recombinant tau K18 P301L, heparin-induced fibrillization, ThT fluorescence | Potency, µM (top dose mostly 57.4 µM), for inactives: top-dose activity, negative = inhibition, usual class: inhibitors | 270,000 compounds, 2.1% hits | AID 1460; note: % is set by controls: 0 for no effect and ±100 for the full control effect; nearly all actives have a fitted effect of over 55% in size
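Using a mix of unlabeled (15 uM) and Alexa 594-labeled (0.24 uM) tau K18 P301L, heparin-triggered fibrillization over 6 hr at 37 C was scored by ThT fluorescence.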
RECQ1 helicase: RECQ1 (human) helicase inhibition; RECQ1 DNA unwinding, red fluorescence kinetic read; Potency, µM (highest dose often 57.3 µM), for inactives: at the top dose activity, negative = inhibition, usual class: inhibitors; 240,000 compounds, 0.54% hits;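 note: plate controls were vehicle for no effect and no enzyme for full effect; nearly all actives have a fitted effect of over 30% in size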
Target sequence (P46063 whole entry, looked up): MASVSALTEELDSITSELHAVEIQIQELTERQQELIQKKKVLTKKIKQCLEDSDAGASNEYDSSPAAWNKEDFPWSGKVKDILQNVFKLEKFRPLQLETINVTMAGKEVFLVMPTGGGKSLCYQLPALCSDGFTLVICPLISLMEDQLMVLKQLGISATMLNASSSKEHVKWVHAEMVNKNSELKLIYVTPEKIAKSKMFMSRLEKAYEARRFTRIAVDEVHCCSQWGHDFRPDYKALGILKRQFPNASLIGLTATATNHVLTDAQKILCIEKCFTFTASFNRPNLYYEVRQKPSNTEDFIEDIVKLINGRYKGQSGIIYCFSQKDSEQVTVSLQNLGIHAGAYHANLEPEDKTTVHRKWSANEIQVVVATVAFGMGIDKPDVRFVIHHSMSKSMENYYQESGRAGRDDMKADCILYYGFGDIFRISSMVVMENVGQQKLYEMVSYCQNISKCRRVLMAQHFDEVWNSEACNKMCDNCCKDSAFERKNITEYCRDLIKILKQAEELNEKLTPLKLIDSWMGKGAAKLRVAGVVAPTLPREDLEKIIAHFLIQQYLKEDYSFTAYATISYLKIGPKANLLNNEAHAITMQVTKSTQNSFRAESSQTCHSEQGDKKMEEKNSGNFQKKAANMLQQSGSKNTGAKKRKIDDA
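50 nM RECQ1T1 preincubated 15 min with compound in Tris pH 8.0 buffer with MgCl2, DTT, Tween-20 and 2.5 ug/ml poly(dI-dC); started with 200 nM TAMRA/BHQ-2 forked duplex and 2 mM ATP. Unwinding read as fluorescence (525/598 nm), two reads 2 h apart.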
SMN2 splice enh: increases expression of the SMN2 splice variant; HEK293 SMN2-luciferase splicing reporter, luminescence, 30-36 h; AID 1458; Potency, µM (titrated, usually from 46.1 µM), without a hit: top-dose activity change, positive = activation, actives largely listed as activators; 210,000 compounds, 2.8% hits; note: % of control where 0% means no effect; nearly all actives have a fitted effect of over 55% in size
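qHTS luciferase splicing reporter: luminescence rises when SMN2 exon 7 is included in transfected HEK293 cells. Compound exposure lasted 30-36 h at 37C, with 4.5 mM final sodium butyrate as control, followed by a ONE-Glo read.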
Active calls of the source: *; i = inactive; ? = inconclusive; · = no result given; & = joins results of further samples; [ ] = another dose, or the depositor's remark. Unless noted, calls come from the whole dose curve; as a rule, active = well fitted curve in the direction sought with a large enough effect; inconclusive = small, poorly fitted or top-dose-only effect, or another doubt; inactive = no such curve, though single readings can be large; an effect the other way counts as inactive or inconclusive. Potency is the fitted concentration of half-maximal effect. Only part of the results is shown; count on the stated rates, not on these rows.

SMILES	ALDH1A1 block	LMNA splice mod	JMJD2E inh	Luc counter	L3MBTL1 inh	Tau ThT inhib	RECQ1 helicase	SMN2 splice enh
CSc1ccc(-c2c(C#N)c(N)nc3c2CCCC3)cc1	7%	6%	?	0%	-3%	2%	i	-12%
O=C(N/N=C/c1cc([N+](=O)[O-])ccc1O)C12CC3CC(CC(C3)C1)C2	0.89µM*	?	?	3%	8%	-8%	-2%	-93%[inhibitor]
CC1=C(C(N)=O)C(c2ccccc2)n2nc(-c3cccs3)nc2N1 (stereo unspecified)	-2%	2%	?	1%	·	0%	i	7%
Cc1oc(C(C)(C)C)cc1C(=O)N1CCN(c2ccc(C(F)(F)F)cn2)CC1	?	·	-28%	·	3%	-2%	-6%	·
CN(C)/N=C/C=C1\CC/C(=C\c2ccc(Br)cc2)C1=O	-4%	18%	9%	0%	·	0.89µM*	-10%	1%
O=c1c2nnn(-c3cccc(F)c3)c2ncn1Cc1ccccn1	-2%	·	6%	1%	-56%	6%	9%	-19%
CCOC(=O)c1c(NC(=O)CSc2ncccn2)sc2c1CCN(Cc1ccccc1)C2	-12%	?	-1%	2%	-6%	-14%	8%	-50%[inhibitor]
COc1cc(CNc2ccc(N3CCN(C(C)=O)CC3)cc2)ccc1OCc1ccc(F)cc1	?	-25%[46 µM]	?	1%	?	?	7%	-15%
O=C(O)CCC(=O)NCc1ccc2[nH]c3c(c2c1)CCCC3	8%	-6%	?	1%	-13%	-5%	1%	-4%
Cc1cc(C(=O)Nc2ccccn2)cs1	3%	1%	5%	?	?	-15%	1%	7.9µM*
CNC(=O)COC(=O)CCC(=O)c1ccc(Cl)cc1	6%	6%[46 µM]	3%	-5%	18%	-2%	-14%	8%
O=C(COc1ncnc2ccccc12)N1CCN(S(=O)(=O)c2ccccc2)CC1	4%	2%	14%	1%	·	-11%	-1%	3%
Nc1c([N+](=O)[O-])c(=O)sc2ccccc12	-5%	-16%[46 µM]	2%	7%	0%	-1%	i	-6%
O=C(CCC1CCCN(Cc2ccc3c(c2)OCCO3)C1)NCc1ccccc1F (stereo unspecified)	·	·	-5%	·	3%	0%	-5%	·
CN(C)CCC=C1c2ccccc2C=Cc2ccccc21	7%[13.5 µM]	?	-10%	-3%[7.66 µM]	-7%	-19%&-5%	-1%	-10%[9.22 µM]
CCC(CCC(=O)Nc1cccc([N+](=O)[O-])c1)C(=O)O (stereo unspecified)	·	·	0%	·	7%	-3%	i	·
COc1ccc(OC)c(NC(=O)C2CCN(c3nc(C)cc(C)n3)CC2)c1	-4%	-6%	5%	1%	4%	-9%	2%	-1%
CC(C)NC(=S)NCc1cccs1	-4%	·	1%	·	-4%	2%	-17%	·
CCOc1ccccc1-n1c(=O)c2ccccc2c2ccccc2c1=O	6%	-19%	2%	1%	-12%	-17%	-1%	6%
O=C(CCCCCNC(=O)c1ccccc1Cl)N/N=C/c1ccco1	-5%	?	0%	0%	?	-1%	-8%	-11%
Cc1ccc(-c2nc3ccccc3n3c(C)nnc23)cc1	14%	10%	2%	9%	4%	-19%	i	8%
COCCn1c(=NC(=O)c2cc(-c3cccs3)nc3ccccc23)sc2cc(S(N)(=O)=O)ccc21	?	-16%	?	-3%	13%	6%	2%	-19%
CC(=O)c1cc2c(cc1NC(=O)c1c(-c3ccccc3)noc1C)OCO2	?	5%	?	6%	-6%	2%	-16%	4%
CC1CN(S(=O)(=O)c2ccc(C(=O)Nc3ccc(S(=O)(=O)Nc4ncccn4)cc3)cc2)CC(C)O1 (stereo unspecified)	15%	-8%	2%	2%	1%	0%	-14%	6%
CCOc1ccc(N2C(=O)Nc3ccccc3C2(O)C(=O)NCc2ccc(F)cc2)cc1 (stereo unspecified)	18%	-17%[46 µM]	-4%	0%	1%	-7%	i	6%
COc1cc(C=O)c(Cl)cc1OCC(N)=O	?	18%[46 µM]	-28%	0%	3%	-3%	i	10%
CS(=O)(=O)N(CC(=O)N1CCCCC1)c1cccc(F)c1	7%	5%[46 µM]	4%	-3%	7%	-10%	i	·
CCCCNS(=O)(=O)c1ccc2nc(SCC(=O)Nc3ccccc3)[nH]c2c1	-14%	?	7%	0%	3%	12%	i	-4%
O=Cc1cccn1Cc1ccccc1[N+](=O)[O-]	?	11%	2%	4%	6%	1%	-3%	17%
O=C1c2ccccc2C(=O)N1Cc1ccco1	-16%	8%	4%	0%	11%[11.4 µM]	8%	i	22%
O=C(Nc1ccccc1)Nc1ccccc1C(=O)NCCCN1CCOCC1	4%	14%[46 µM]	-5%	·	8%	1%	-10%	·
Cc1cc(C)n2nc(S(=O)(=O)Nc3c(Cl)cccc3Cl)nc2n1	8%	·	-1%	1%	5%	2%	i	2%
CCOC(=O)c1ccc(N2C(=O)C(C)=C(C)C2=O)cc1	-6%	0%	5%	2%	1%	-6%	-1%	1%
CSCCC(NS(=O)(=O)c1ccc(Cl)c(Cl)c1)C(=O)O (stereo unspecified)	3%	·	-13%	1%	8%	2%	-2%	-3%
CCC1SC(CC)C(=O)N(CC(=O)NCc2ccc(F)cc2)C1=O (stereo unspecified)	?	-13%[9.22 µM]	11%	5%	·	4%	0%	-38%
CCOC(=O)[C@H]1NN=C(C(=O)OC)[C@@H]1c1ccccc1	1%	?	9%	0%	-3%	7%	-3%	-10%
Cc1ccc(C(=O)NCCOc2cccc3cccnc23)cc1Cl	-7%	3%[46 µM]	?	1%	1%	6%	i	-5%
CCCCCN(C(=O)CN1CCC(Cc2ccccc2)CC1)c1c(N)n(CCCC)c(=O)[nH]c1=O	3%	?	-4%	-2%	·	-11%	-17%	12%
CC(C)N(Cc1ccccc1)C(=O)c1cnc2n(c1=O)CCS2	-6%	-16%	3%	2%	4%	-2%	-12%	3%
Cc1cccc(Nc2nc(NCC3CCCO3)nc(N)c2[N+](=O)[O-])c1 (stereo unspecified)	12%	-5%	-1%	0%	8%	-9%	4%	-9%
Cc1ccc(CC(=O)Nc2ccc(OC(F)F)c(Cl)c2)cc1C	?	?	3%	0%	22%	11%	-20%	-5%
N#C/C(=C/c1ccco1)c1nc2ccccc2s1	-3%	-6%	4%	?	-19%	9%	2%	?
CC1(C)C2CC[C@@]1(C)C(=O)C2	3%	·	10%	-2%	·	?	i	6%
O=C(Nc1ccc2nc(-c3cccnc3)[nH]c2c1)c1ccco1	?	-3%	-27%	2%	?	7%	?	11%
c1coc(CNCc2cccs2)c1	7%	-9%	-1%	-4%	4%	-10%	-4%	-23%
C/C(=N\NC(=O)Cn1ccc(C(F)(F)F)n1)c1ccco1	6%	12%[46 µM]	-3%	1%	13%	1%	-8%	-1%
C#CC(CC)(CC)NC(=O)/C=C/C(=O)O	8%	-19%[46 µM]	0%	·	39%[activator]	-6%	-8%	·
COc1ccc(N2C(=O)C3CCCN3C2c2ccccc2)cc1 (stereo unspecified)	?	-8%	-6%	-4%	3%	-11%	-12%	18%
COc1cc(NC(=S)NCCN2CCOCC2)cc(OC)c1OC	5%	·	-4%	4%	1%	-8%	-6%	·
Cc1c(NC(=O)c2cccc(F)c2)c(=O)n(-c2ccccc2)n1C	?	-3%	-2%	-2%	-6%	-8%	2%	10%

Next part:
SMILES	ALDH1A1 block	LMNA splice mod	JMJD2E inh	Luc counter	L3MBTL1 inh	Tau ThT inhib	RECQ1 helicase	SMN2 splice enh
O=C1CN(C(=O)COc2ccc(F)cc2Br)c2ccccc2N1	?	·	18%	-2%	2%	1%	-6%	-3%
S=C(NCCc1ccccc1)N/N=C/c1cccc(Cl)c1Cl	0%	11%	-1%	-1%	7%	-8%	-13%	17%
Cn1nc(OC(=O)Nc2cccc(Cl)c2)cc1C(F)(F)F	13%	7%	6%	-3%	·	-3%	-7%	6%
CCn1c(N2CCN(C(=S)Nc3ccc(OC)cc3)CC2)nc2ccccc21	-3%	-12%[46 µM]	3%	0%	-5%	?	-3%	·
CC(C)c1ccc(NC(=O)CSc2nc3c(c(=O)[nH]2)CCC3)cc1	?	-5%	-7%	6%	2%	-14%	-1%	-35%[inhibitor]
c1ccc(N2CCN(c3ccccc3)C2c2ccncc2)cc1	3%	-18%	-4%	-3%	·	?	-15%	-4%
Cc1occc1-c1nnc(SCC(=O)Nc2ccccn2)o1	-3%	?	8%	1%	·	-9%	?	10µM*
CCC(Sc1nc(-c2cccc(OC)c2)c(C#N)c(=O)[nH]1)C(=O)Nc1nnc(C(C)C)s1 (stereo unspecified)	?	·	-30%	3%	5%	-10%	-8%	·
CCOC(=O)C1=C([Si](C)(C)C)c2ccccc2N(S(=O)(=O)C(F)(F)F)C1C(=O)OCC (stereo unspecified)	?	·	·	-1%[39.9 µM]	·	?	-6%	·
Cc1ccc(C2OCC3(CO2)COC(c2ccc(C)cc2)OC3)cc1 (stereo unspecified)	2%	-8%	2%	-3%	3%	3%	0%	4%

Compounds listed so far that have bromine (2):
SMILES	ALDH1A1 block	LMNA splice mod	JMJD2E inh	Luc counter	L3MBTL1 inh	Tau ThT inhib	RECQ1 helicase	SMN2 splice enh
CN(C)/N=C/C=C1\CC/C(=C\c2ccc(Br)cc2)C1=O	-4%	18%	9%	0%	·	0.89µM*	-10%	1%
O=C1CN(C(=O)COc2ccc(F)cc2Br)c2ccccc2N1	?	·	18%	-2%	2%	1%	-6%	-3%

New compounds follow
SMILES	ALDH1A1 block	LMNA splice mod	JMJD2E inh	Luc counter	L3MBTL1 inh	Tau ThT inhib	RECQ1 helicase	SMN2 splice enh
Cc1ccc(SCCNC(=O)/C=C/c2cccc([N+](=O)[O-])c2)cc1	-8%	-13%	2%	1%	-8%	?	-18%	-3%
Cc1ccc(C(=O)N/C(=C\c2ccc(-c3ccc([N+](=O)[O-])cc3)o2)C(=O)NC2CCS(=O)(=O)C2)cc1 (stereo unspecified)	-8%	-13%	5%	2%	4%	6.3µM*	-3%	21%
Cc1ccc2nc(Cl)c3cc(C(=O)N(CCN(C)C)Cc4ccco4)sc3c2c1	?	22%[9.22 µM]	-30%	-3%	·	-13%	20%	-35%[inhibitor]
CS(=O)(=O)N(CC(=O)N1CCCC1)c1cccc(Cl)c1Cl	9%	5%	2%	-2%	5%	3%	-3%	-11%

Assay outcomes (PubChem BioAssay)
